Bioassay records from PubChem.
AMA1 RON2 block = inhibitors of Plasmodium falciparum AMA1-RON2 interaction; AlphaScreen AMA1-biotinylated RON2 peptide binding; Potency, µM (series often up to 58.2 µM), without a hit: top-dose activity change, negative = inhibition, usual class: inhibitors; 360,000 tested, 0.2% active; AID 720542;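 also: potency is read from the fitted curve at half-maximal effect; 0% = vehicle wells and -100% = peptide control; nearly all actives have a fitted effect of over 45% in size; some results filed as inactive show a strong effect at the top dose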
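AMA1 (3D7) with his tag at 25 nM final met compounds first, then biotinylated RON2 peptide at 25 nM; detection used donor plus acceptor beads, 10 µg/mL apiece, read by AlphaScreen after 30 min at room temperature.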
AmpC detergent = inhibitors of E. coli AmpC beta-lactamase with detergent | P00811 | AmpC hydrolysis of nitrocefin, absorbance 480 nm, 0.01% Triton | Potency, µM (top dose mostly 114 µM), inactives show at the top dose activity change, negative = inhibition, usual class: inhibitors | 370,000 tested, 0.041% active;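 also: potency is read from the fitted curve at half-maximal effect; 0% = no-compound wells and -100% = no-enzyme wells; nearly all actives have a fitted effect of over 25% in size; some results filed as inactive show a strong effect at the top dose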
Target sequence (P00811 whole entry, looked up): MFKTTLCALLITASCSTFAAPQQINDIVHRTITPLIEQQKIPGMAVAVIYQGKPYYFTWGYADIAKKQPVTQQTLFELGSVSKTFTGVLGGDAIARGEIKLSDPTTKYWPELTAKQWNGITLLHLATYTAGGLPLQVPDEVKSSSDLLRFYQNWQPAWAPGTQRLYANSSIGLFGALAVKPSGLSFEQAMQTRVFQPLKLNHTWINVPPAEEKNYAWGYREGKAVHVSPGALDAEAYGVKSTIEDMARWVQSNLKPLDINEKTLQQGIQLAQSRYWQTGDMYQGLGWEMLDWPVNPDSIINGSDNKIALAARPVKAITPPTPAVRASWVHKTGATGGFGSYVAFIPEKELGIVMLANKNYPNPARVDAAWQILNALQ
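AmpC (5.3 nM in the dispensed reagent) in 20 mM phosphate pH 7.0 with 0.01% (detergent screen) or 0.0001% Triton X-100 was preincubated with compounds for 15 min at room temperature. Nitrocefin was then added from an 800 uM solution, and hydrolysis was followed at 480 nm.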
Sm TGR inh = blocks Schistosoma mansoni thioredoxin glutathione reductase; 360,000 tested, 3% active; AID 485364; Q962Y6; purified TGR, DTNB reduction, TNB absorbance 405 nm; Potency, µM (titrated, usually from 114 µM), inactives show at the top dose activity change, negative = inhibition, usual class: inhibitors; also: potency is read from the fitted curve at half-maximal effect; nearly all actives have a fitted effect of over 60% in size
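TGR 20 nM + NADPH 100 uM (dispensed conc.), cpd preinc 15 min RT; start with NADPH (500 uM addition) then DTNB (15 mM addition). Kinetic TNB absorbance, 405 nm filter. Four-parameter Hill fit across titration.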
FBPA Giardia inh = inhibitors of Giardia lamblia fructose-1,6-bisphosphate aldolase; purified Giardia FBPA; Potency, µM (series often up to 59.6 µM), for the others: top-dose activity, negative = inhibition, actives largely listed as inhibitors; 290,000 tested, 0.71% active; AID 2451; also: potency is read from the fitted curve at half-maximal effect; nearly all actives have a fitted effect of over 55% in size
Target sequence (A8B2U2 whole entry, looked up): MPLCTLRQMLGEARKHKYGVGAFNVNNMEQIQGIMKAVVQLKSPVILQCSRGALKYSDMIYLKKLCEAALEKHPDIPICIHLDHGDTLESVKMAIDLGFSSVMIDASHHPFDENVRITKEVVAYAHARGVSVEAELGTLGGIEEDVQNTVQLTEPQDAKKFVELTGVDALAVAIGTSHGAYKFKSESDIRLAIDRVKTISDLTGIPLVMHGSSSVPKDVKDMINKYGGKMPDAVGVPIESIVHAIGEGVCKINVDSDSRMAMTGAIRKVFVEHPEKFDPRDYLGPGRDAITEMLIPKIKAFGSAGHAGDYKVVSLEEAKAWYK
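40 nM FBPA preincubated 10 min at RT with compound (up to 57.5 uM final), then substrate plus GAPDH/TPI/NAD/arsenate coupling and diaphorase/resazurin added. Fluorescence read after 20 min at RT, 525/598 nm.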
HCMV inh = blocks human cytomegalovirus replication | HFF cells, HCMV-luciferase reporter, 72 h; active compounds read low | activity change, negative = inhibition, % at 57.5 µM | 410,000 tested, 4.5% active | AID 1259415; in the data active = activity change below about -60%; inconclusive = no clear call, values can overlap the other calls; inactive = above about -39%
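Screen run at 2 compound doses on HFFs infected with reporter HCMV, MOI 1 PFU/cell. Luciferase activity from cell lysates at 72 h post infection gave inhibition relative to buffer-only and Salinomycin wells.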
AmpC inh no detg = AmpC beta-lactamase inhibition without detergent; P00811; AmpC nitrocefin hydrolysis, absorbance 480 nm, 0.0001% Triton; Potency, µM (highest dose often 57.1 µM), inactives show top-dose activity change, negative = inhibition, actives largely listed as inhibitors; 330,000 tested, 0.52% active; AID 485341;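 also: potency is read from the fitted curve at half-maximal effect; plate controls were no compound for no effect and no enzyme for full effect; nearly all actives have a fitted effect of over 20% in size; some results filed as inactive show a strong effect at the top dose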
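20 mM phosphate pH 7.0 + 0.01% (detergent screen) or 0.0001% Triton X-100; 5.3 nM AmpC reagent; cpd preinc 15 min RT; nitrocefin (800 uM stock) to start; A480 q20 s × 4 min; Activity was normalised to no-enzyme and no-compound control wells.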
The depositor's hits bear a star; ? = inconclusive; nt = no result given; & = joins results of further samples; [ ] = another dose, or the depositor's remark. Unless noted, calls follow the shape of the dose curve; as a rule, active = well fitted curve in the direction sought with a large enough effect; inconclusive = small, poorly fitted or top-dose-only effect, or another doubt; inactive = no such curve, though single readings can be large; an effect the other way counts as inactive or inconclusive. Unless noted, % is scaled to controls: 0 for no effect and ±100 for the full control effect. No enrichment for hits; any-hit rate near 7.8%.

SMILES	AMA1 RON2 block	AmpC detergent	Sm TGR inh	FBPA Giardia inh	HCMV inh	AmpC inh no detg
COc1ccc2[nH]c3c(=O)n(CCc4ccccc4)cnc3c2c1	-2%	0%	2%	3%	?	-6%
CCOc1ccc(CNC23CN4CN(CN(C4)C2)C3)cc1	10%	-9%	0%	1%	-18	-21%
O=[N+]([O-])c1cc(C(F)(F)F)ccc1-n1nnc2ccccc21	-7%	-1%	3%	3%	27	-13%
CCOc1ncccc1C(=O)Nc1ccccc1N1CCOCC1	-16%	nt	nt	nt	-6	33%
CCN1C(=S)N[C@@H](c2ccccc2)C(C(=O)OC)=C1C	-22%	-4%&-12%	21%&-9%	-9%&5%	49	-15%&-47%
CCc1ccc(N2CC(C(=O)OCC(=O)Nc3ccc([N+](=O)[O-])cc3)CC2=O)cc1 (stereo unspecified)	-22%	-2%	-5%	nt	0	-1%
Cc1cc(Cl)c(S(=O)(=O)N(C)C)cc1OCC(N)=O	11%	4%	6%	6%	12	-6%
Cc1ccc2c(=O)cc(C(=O)Nc3c(C(=O)c4ccccc4)oc4ccccc34)oc2c1	nt	14%	4%	nt	20	nt
O=C(CSc1n[nH]c(-c2ccc(Br)cc2)n1)N1CCOCC1	-2%	nt	nt	nt	0	27%
O=C(O)c1ccc(CNCc2cccc(Cl)c2Cl)cc1	-3%	-7%	1%	8%	141	-13%
NS(=O)(=O)c1ccc(N=Nc2c(O)ccc3ccccc23)cc1	?	-8%	0%	-18%	-24	-50%
O=C(CNC(=O)c1cccc(F)c1)OCCOc1cccc(Cl)c1	2%	?	-15%	nt	-21	-9%
CCCC(=O)N1CC(=O)Nc2ccc(Br)cc2C1c1ccc(F)cc1 (stereo unspecified)	3%	4%	2%	-1%	-29	-24%
Cc1nc2sccn2c(=O)c1S(=O)(=O)Nc1ccc(N2CCN(S(C)(=O)=O)CC2)cc1	-15%	?	-1%&1%	-12%	45&-21	13%
NC(=O)C1(N2CCCCC2)CCN(C(=O)Nc2ccc(F)cc2)CC1	nt	25%	3%	nt	8	nt
Cc1ccc(Nc2nc3ccccc3[nH]2)nc1	?	?	5%	5%	-77*	-54%
Cc1cccc(-c2nc(CSCC(=O)NCCc3ccc(Cl)cc3)c(C)o2)c1	nt	-10%	-10%	nt	-25	nt
CC1CC(C)CN(S(=O)(=O)N2CCC(C(=O)NCCC3=CCCCC3)CC2)C1 (stereo unspecified)	-1%	4%	-23%	6%	0	-9%
CCCCN(C)C(=O)C1CCN(Cc2cccnc2)CC1	-27%	1%	6%	?	11	-1%
Cc1ccc(S(=O)(=O)Nc2nc3n(n2)C(c2ccc(Cl)cc2)CC(=O)N3)cc1 (stereo unspecified)	2%	?	11%	12%	-29	-8%
O=C(C1=C[C@@H](c2ccc(C(F)(F)F)cc2)C[C@@H](OCCCCO)O1)N1CCN(Cc2ccc3c(c2)OCO3)CC1	-4%	7%	?	3%	nt	227%[activator]
CC(=O)OCC1=C(C(=O)O)N2C(=O)C(NC(=O)c3ccc(COc4cccc(Cl)c4Cl)o3)C2SC1 (stereo unspecified)	29%	-12%	20µM*	-6%	9	-19%
Cc1ccc(/C=C/C2=NN(C)C(=O)CC2)cc1	-9%	5%	0%	0%	21	-13%
C/C=C/C(=O)Nc1nnc(C(C)C)s1	-5%	-1%	4%	-1%	10	-20%
CSc1ccc(CCNC(=O)C(C)n2nc(C)c3sc4ccccc4c3c2=O)cc1 (stereo unspecified)	nt	-4%	1%	nt	-26	nt

(cont.)
SMILES	AMA1 RON2 block	AmpC detergent	Sm TGR inh	FBPA Giardia inh	HCMV inh	AmpC inh no detg
CCOC(=O)CN(C(=O)CSc1nnc(C)n1-c1ccccc1)c1cccc([N+](=O)[O-])c1	-1%	?	-8%	-1%	-17	48%
CC(C)(C)c1ccc(OCCCC(=O)NC2=NCCS2)cc1	48%[activator]	-1%	0%	7%	41	7%
COc1ccc(NC(=O)CN2CCC(NC(=O)c3ccc(OC)cc3)CC2)cc1	0%	-14%	5%	-1%	46	-8%
CC(C)(C)C(=O)OC/C(N)=N/OC(=O)c1ccc(Cl)c(Cl)c1	7%	-13%	15%	0%	12	-6%
COc1ccc(NC(=O)NCCCCc2ccccc2)cc1OC	-4%	?	-25%	6%	6	-18%
Cc1ccc2c(c1)c1c3n2CCN(CC#N)C3CCC1 (stereo unspecified)	18%	?	6%	-3%	29	-23%
CCOc1ccc(CNS(=O)(=O)c2cc3c(cc2C)NC(=O)CO3)cc1	nt	7%	0%	nt	0	nt
COc1n[nH]c(C(=O)Nc2cc(F)ccc2C)c1[N+](=O)[O-]	6%	-4%	3%	8%	-28	-19%
Cc1ccccc1CCNC(=O)c1cc2ccccn2n1	nt	5%	10%	nt	89	nt
CCOC(=O)C1(CC2CCCCO2)CCN(C(=O)Nc2ccc(SC)cc2)CC1 (stereo unspecified)	67%[activator]	15%	0%	-3%	-1	45%
O=C(NNC(=S)NC(=O)c1cccc([N+](=O)[O-])c1)c1ccc(O)cc1	133%[activator]	-5%	-16%	13%	-14	-36%
CCCN(CCC)CC(=O)Nc1cccc2c1OCO2	7%	2%	-8%	0%	-19	-24%
Cc1ccc2c(cnn2C(=O)CCC(=O)N2CCCCC2C)c1 (stereo unspecified)	-6%	-11%	10%	5%	62	13%
COc1ccc(N(C(=O)c2cccnc2)S(=O)(=O)c2ccccc2)cc1	8%	5%	-34%	-11%	-38	6%
Cc1ccc(CNC(=O)c2ccc[nH]2)cc1	-11%	-4%	nt	-3%	18	-21%
Fc1ccccc1Cc1ccc(Cl)nn1	-3%	-10%	10%	2%	-33	-11%
Cc1ccc(C(=O)NNC(=O)c2n[nH]c(=O)c3ccccc23)cc1C	24%	?	-19%	nt	64	-44%
C=CCn1c(NCc2ccccc2)nc2ccccc21	8%	-8%	0%	6%	22	-34%
Cc1cc(C)cc(-n2ccnc2SCC(=O)Nc2nnc(C)s2)c1	nt	5%	?	nt	-5	nt
COc1ccc(/C=C/C(=O)O)cc1S(=O)(=O)NCc1ccccc1	1%	-1%	5%	3%	4	-17%
O=C(c1cc(COc2c(F)cccc2F)on1)N1CCC(c2ccccc2Cl)C1 (stereo unspecified)	-2%	4%	-19%	7%	72	-19%
Cn1c(SCC#N)nnc1-c1cccnc1	-10%	-15%	-2%	5%	-9	-6%
CCN(CC(=O)Nc1ccc(OC)cc1)C(=O)c1ccc2c(c1)NC(=O)C(C)S2 (stereo unspecified)	30%[activator]	7%	-1%	nt	0	-9%
COCCn1c(SCC(=O)Nc2ccc3[nH]c(=O)[nH]c3c2)nc2ccccc2c1=O	?	3%	-4%	?	-14	-16%
CCc1cc(C(=O)N2CCN(C(=O)c3ccco3)CC2)sc1C	17%	-13%	-4%	nt	-8	?

(further entries)
SMILES	AMA1 RON2 block	AmpC detergent	Sm TGR inh	FBPA Giardia inh	HCMV inh	AmpC inh no detg
O=C(COC(=O)c1ccccc1NCc1ccco1)Nc1ccc2c(c1)OCO2	3%	-9%	0%	1%	25	-52%
COc1ccc(-c2csc(-c3[nH]cnc3N)n2)cc1	113%[activator]	2%	4%	-16%	37	-30%
Cc1nc(C(=O)O)cc2c1[nH]c1ccccc12	46%[activator]	-7%	-1%	nt	-32	-17%
CCOC(=O)c1c(C)[nH]c(C(=O)OCc2ccccc2F)c1C	-4%	?	2%	2%	119	-25%
CC(NC(=O)C(=O)NN=C1CCCCCCC1)c1ccccc1 (stereo unspecified)	15%	0%	4%	1%	-21	-14%
CSc1ccc(CCNC(=O)C2CCCN(S(=O)(=O)N3CCOCC3)C2)cc1 (stereo unspecified)	-4%	3%	-8%	nt	1	33%
O=C(c1ccc(Cl)c(Cl)c1)N1CCC(=O)N(C(COCc2cccc(Cl)c2)Cc2ccccc2)CC1 (stereo unspecified)	0%	?	-4%	-6%	33	95%[activator]
Cc1ccccc1C(=O)NC1CCN(Cc2nnnn2Cc2ccc(F)cc2)CC1	-9%	?	-10%	4%	39	95%[activator]
O=C(c1ccccc1)N(Cc1nc2ccccc2c(=O)[nH]1)C1CCCCC1	2%	2%	0%	-13%	-19	5%
COc1ccc(-c2cc(C(=O)Nc3c(C)n(C)n(-c4ccccc4)c3=O)c3ccccc3n2)c(OC)c1	-10%	-1%	-8%	nt	-21	47%
COc1ccc(Cl)cc1NC(=O)c1cn(C2CCCC2)c(=O)c2c1c1ccccc1n2C	nt	14%	5%	nt	-15	nt
Cc1c(C(=O)N2CCCCC2C)sc2nc3n(c(=O)c12)CCC3 (stereo unspecified)	3%	-9%	-11%	1%	-5	-5%
CC(C)(C)C(=O)/C(=C\c1ccc([N+](=O)[O-])cc1)n1cncn1	nt	-10%	2.2µM*	2%	nt	-7%
CCOC(=O)N/N=C(\C)c1ccccc1OC(F)F	17%	-17%	-13%	1%	-37	2%
Cc1ccc(NC(=O)COC(=O)CNC(=O)c2ccc(Br)cc2)c(C)c1	-8%	-12%	-6%	5%	-12	-4%
COc1cc(C(CC(=O)N2CCN(c3ccccc3)CC2)c2c(OC)cc(OC)c3ccc(=O)oc23)cc(OC)c1OC (stereo unspecified)	0%	-4%	14%	-2%&-3%	-2	200%[activator]
Cc1c(/C=N/NC(N)=O)c2ccccn2c1C(=O)c1ccncc1	-10%	4%	-16%	-29%	-14	-6%
Nc1cccc(Cl)c1N1CCOCC1	1%	-2%	-21%	0%	63	-17%
CC(C)(C)c1cc2ncnc(N3CCCCC3)c2s1	-8%	-6%	-4%	7%	nt	26%
COc1ccc(-c2c(N)nnc3c2[nH]c2ccccc23)cc1OC	4%	1%	4%	-7%	79	-2%
COc1ccccc1NC(=S)N=Nc1c(O)[nH]c2ccc(Br)cc12	60%[activator]	5%	-11%	-4%	-67*	-35%
CCN(CC)C(=O)Cn1c(=O)n(-c2ccccc2)c(=O)n1CC(=O)N(CC)CC	2%	-3%	2%	3%	-25	-15%
O=c1c2cc3c(cc2[nH]c(=S)n1CCN1CCOCC1)OCO3	-2%	-1%	-24%	-11%	17	-5%
CCN(CC)C(=S)Nc1ccc(OC)cc1	-1%	-11%	-1%	-8%	-5	-14%
Cc1ccc(C)c(-n2c(SCC(=O)N3CCCC3)nnc2-c2ccccn2)c1	-30%	-11%	0%	5%	3	29%

Given with values under each structure: part of the list above.
Values run as follows: AMA1 RON2 block	AmpC detergent	Sm TGR inh	FBPA Giardia inh	HCMV inh	AmpC inh no detg
Cc1ccc(/C=C/C2=NN(C)C(=O)CC2)cc1
→ -9%	5%	0%	0%	21	-13%
CCOc1ncccc1C(=O)Nc1ccccc1N1CCOCC1
→ -16%	nt	nt	nt	-6	33%
COc1ccc2[nH]c3c(=O)n(CCc4ccccc4)cnc3c2c1
→ -2%	0%	2%	3%	?	-6%
CCN(CC)C(=S)Nc1ccc(OC)cc1
→ -1%	-11%	-1%	-8%	-5	-14%
CCOC(=O)N/N=C(\C)c1ccccc1OC(F)F
→ 17%	-17%	-13%	1%	-37	2%
